Screens: PubChem, National Center for Advancing Translational Sciences (NCATS)
SW480 rerep: DNA re-replication induction in SW480 cells; SW480 DNA re-replication, Hoechst DNA content imaging, 48 h; Potency, µM (highest dose often 46.1 µM), inactives show at the top dose re-replication activation, actives largely listed as activators; hit rate 1.8% among 340,000; AID 624297; note: potency is the fitted concentration of half-maximal effect; % of control where 0% means no effect; nearly all actives have a fitted effect of over 55% in size
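Hoechst fluorescence of nuclei (405 nm excitation, 500-530 nm emission) measured by plate-scanning imager after 48 hr compound exposure at 37 C; re-replication scored as increased number of nuclei with elevated intensity.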
KB-V1 cytotox: KB-V1 MDR subline cytotoxicity | Potency, µM (series often up to 46.1 µM), for inactives: at the highest dose activity change, negative = cytotoxicity, most hits filed as cytotoxic | KB-V1 MDR cells viability, CellTiter-Glo, 72 h | hit rate 3.4% among 400,000 | AID 1347076; note: potency is the fitted concentration of half-maximal effect; % is set by controls: 0 for no effect and ±100 for the full control effect; nearly all actives have a fitted effect of over 60% in size
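Cytotoxicity via CellTiter-Glo luminescence after 72 h compound exposure at 37 degrees C. Cells: drug-selected KB-V1 line, DMEM phenol-red free plus 10% FBS. Compounds tested at multiple concentrations; normalized data fitted to concentration-effect curves.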
IL1B secr inh: inhibitors of inflammasome signaling (IL-1 beta secretion); THP-1 LPS/ATP IL-1B secretion, AlphaLISA, 16 h; stronger effect = lower value; activity change, % at 57.5 µM; hit rate 4.7% among 360,000; AID 743279; in the data active = activity change below about -50%; inconclusive = mostly about -30% to -49%; note: % is set by controls: 0 for no effect and ±100 for the full control effect
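THP-1 cells pretreated 1 hr with compounds (up to 57.5 uM final), then stimulated with LPS (250 ng/mL final) plus ATP (1.25 mM final); secreted IL-1B measured by AlphaLISA after 16 hr, decreased signal indicating inhibition.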
ATXN viability: viability counter-screen for ATXN expression inhibitors | S2 cells (HEK-293 line with an ATXN2-luciferase reporter) viability, CellTiter-Fluor protease fluorescence, 24 h | Potency, µM (series often up to 56.7 µM), usual class: cytotoxic | hit rate 0.49% among 400,000; note: potency is the fitted concentration of half-maximal effect; nearly all actives have a fitted effect of over 40% in size
HT1080-NT tox: kills 2HG-producing HT-1080-NT fibrosarcoma cells | HT-1080-NT fibrosarcoma viability, CellTiter-Glo ATP luminescence, 48 h | Potency, µM (doses to about 46.1 µM), for inactives: at the top dose activity, negative = less viability, hits mostly cytotoxic | hit rate 1.6% among 360,000 | AID 686970;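 note: NT is the 2HG producing partner of a matched IDH1 knockdown line; potency is the fitted concentration of half-maximal effect; 0% = DMSO-treated cells and -100% = media-only wells without cells; nearly all actives have a fitted effect of over 55% in size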
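A 48-hour cytotoxicity screen used HT-1080-NT cells plated 2 hours before compound delivery. ATP-based CellTiter-Glo luminescence measured viability, normalized to DMSO and no-cell controls.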
HT1080 IDH1KD tx: kills HT-1080 cells with IDH1 knockdown; Potency, µM (doses to about 46.1 µM), for inactives: at the highest dose activity, negative = toxicity, actives largely listed as cytotoxic; HT-1080 IDH1 knockdown viability, ATP luminescence, 48 h; hit rate 2% among 360,000;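 note: potency is the fitted concentration of half-maximal effect; 0% = DMSO wells and -100% = cell-free medium wells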
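In this qHTS, HT-1080 cells depleted of IDH1 are exposed for 48 h at 37 °C to compound titrations. Toxicity is scored from CellTiter-Glo luminescence, with DMSO as full viability and medium alone as none.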
MCF10A rerep: induces DNA re-replication in MCF 10a normal breast cells. MCF 10A DNA re-replication, Hoechst nuclear intensity, 48 h. Potency, µM (doses to about 46.1 µM), inactives show at the top dose activity, positive = re-replication, actives largely listed as activators. hit rate 2.9% among 350,000. AID 624296; note: potency is the fitted concentration of half-maximal effect; % of control where 0% means no effect; nearly all actives have a fitted effect of over 50% in size
ATXN2 expr inh: inhibitors of ATXN2 expression. HEK-293 ATXN2-luciferase reporter, luminescence, 24 h. Potency, µM (top dose mostly 57 µM), without a hit: at the highest dose activity change, negative = inhibition, hits mostly inhibitors. hit rate 0.72% among 360,000. AID 1745845; note: potency is the fitted concentration of half-maximal effect; % is set by controls: 0 for no effect and ±100 for the full control effect; nearly all actives have a fitted effect of over 55% in size
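ATXN2-luciferase reporter cells (luciferase flanked by upstream and downstream ATXN2 gene portions) were treated 24 h at 37 °C with compounds at up to 57 uM. SteadyGlo luminescence gave expression; GF-AFC fluorescence gave viability.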
KB-3-1 tox: kills parental KB-3-1 adenocarcinoma cells | hit rate 1.4% among 400,000 | Potency, µM (series often up to 46.1 µM), without a hit: at the highest dose activity change, negative = cytotoxic, hits mostly cytotoxic | KB-3-1 viability, CellTiter-Glo ATP luminescence, 72 h; note: potency is the fitted concentration of half-maximal effect; % is set by controls: 0 for no effect and ±100 for the full control effect; nearly all actives have a fitted effect of over 60% in size
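Screening of KB-3-1 cells (DMEM, 10% FBS, phenol-red free) ran from lowest to highest compound concentration; after 72 h at 37 °C viability was read luminescently and curves fitted.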
* = called active by the depositor; i = inactive; ? = inconclusive; . = not tested or not shown; [ ] = dose if it differs, or a comment. Unless noted, calls come from the whole dose curve; as a rule, active = well fitted curve in the direction sought with a large enough effect; inconclusive = small, poorly fitted or top-dose-only effect, or another doubt; inactive = no such curve, though single readings can be large; an effect the other way counts as inactive or inconclusive.

SMILES | SW480 rerep | KB-V1 cytotox | IL1B secr inh | ATXN viability | HT1080-NT tox | HT1080 IDH1KD tx | MCF10A rerep | ATXN2 expr inh | KB-3-1 tox
Cc1cc2oc(=O)cc(CN3CCN(c4ccccc4)CC3)c2cc1Cl | . | 15.9% | 26.2 | i | 4.5% | 2.8% | . | 4.8% | 0.1%
COc1ccc(CC(=O)Nc2cccc(Cl)c2C)cc1S(=O)(=O)N1CCOCC1 | -5.1% | -4.9% | 0.0 | i | -5.8%[9.24 µM] | -4.8% | 1.3% | 8.8% | ?
Cc1cccc(C(=O)NCC2CCCO2)c1 (stereo unspecified) | -6.0% | -7.8% | 6.4 | i | 8.7% | -5.3%[9.24 µM] | 6.8% | 14.1% | -3.3%
CCOc1ccc(N=C2SCC(=O)N2CC)cc1 | 0.7% | -2.7% | 3.0 | i | 11.5% | 28.3% | -7.0% | 5.0% | 1.9%
CC(=O)c1c(OC(=O)c2ccccc2Br)ccc2c(C)cc(=O)oc12 | 3.9% | -9.0% | 13.6 | ? | 7.7% | 9.7% | 5.0% | 0.0% | 0.8%
COc1ccc2cc(C(=O)NCC3CCCO3)[nH]c2c1 (stereo unspecified) | -4.6% | -5.7% | 28.0 | i | 8.2% | 16.1% | 0.1% | 37.0%[activator] | -2.2%
Cc1ccc(OCCC(=O)OCC(=O)N2c3ccccc3CC2C)cc1 (stereo unspecified) | -8.7% | 20.4% | -4.4 | i | 0.1% | 5.7% | 1.7% | -5.5% | -3.0%
CC(C)CSc1nc(N)nc2c1ncn2C1OC(CO)C(O)C1O (stereo unspecified) | ? | 6.9% | 5.0 | i | 16.2% | 10.2% | -7.6% | 0.6% | 0.8%
O=C(CNC(=O)c1ccccc1)N/N=C/C=C/c1ccccc1 | -3.1% | 20.4% | -17.1 | i | 6.4% | 7.9% | -12.2% | 3.3% | -3.1%
OCC1(CCc2ccccc2)CCN(Cc2ccccc2Cl)CC1 | 2.3% | ? | 0.8 | i | -23.1% | -15.5% | ? | -13.7% | -7.7%
CN1CCSc2ccc(C(=O)NCc3cccc(Br)c3)cc21 | -6.7% | -11.1% | -23.7 | i | -20.3% | -1.4% | 0.1% | 13.2% | -2.9%
O=C(/C=C/c1ccco1)NC(=S)Nc1cccc([N+](=O)[O-])c1 | ? | ? | -6.7 | i | 20.6µM* | 13µM* | ? | -31.1% | ?
CCCN1CCC(=O)N([C@H](CSc2ccc(C)cc2)c2ccccc2)CC1 | -6.5% | -10.9% | -29.7 | ? | -1.7% | -4.4% | ? | 5.0% | -5.8%
CCOc1ccc2nc(NC(=O)c3cccnc3)sc2c1 | 1.4% | ? | -7.3 | i | 17.8% | 4.9% | 7.1% | 0.0% | ?
CCOC(=O)C(CC)Sc1ncnc2sc3c(c12)CCCC3 (stereo unspecified) | . | 5.1% | . | i | . | . | . | -2.7% | -2.0%
Nn1c(Cc2cccc3ccccc23)nnc1SCn1nnc2ccccc2c1=O | 0.9% | 1.9% | 2.0 | i | 1.7% | -1.7% | -3.3% | 7.6% | 0.5%
COc1ccc(S(=O)(=O)N(C)CC(=O)NC2CC2)cc1 | 11.3% | 9.0% | 15.5 | i | 3.2% | 1.3% | -7.3% | 3.9% | -3.9%
COc1cc(C(=O)Nc2nnc(CC(C)(C)C)s2)cc(OC)c1OC | . | -10.1% | . | i | . | . | . | 6.2% | -1.6%
NC(=O)c1cccc(-c2coc3c(C(=O)NCCc4ccccc4)cccc23)c1 | . | ? | 6.0 | ? | -5.3% | -22.4% | . | -12.4% | 0.0%
COc1ccc(NC(=O)C(Cc2ccccc2)n2cccc2)cc1 (stereo unspecified) | -6.5% | -5.5% | -73.2* | i | -17.5% | -9.5% | -14.0% | 5.0% | -6.4%

Compound profiles, from the list above. Screens in order: SW480 rerep | KB-V1 cytotox | IL1B secr inh | ATXN viability | HT1080-NT tox | HT1080 IDH1KD tx | MCF10A rerep | ATXN2 expr inh | KB-3-1 tox
CC(=O)c1c(OC(=O)c2ccccc2Br)ccc2c(C)cc(=O)oc12 as listed: 3.9% | -9.0% | 13.6 | ? | 7.7% | 9.7% | 5.0% | 0.0% | 0.8%
O=C(CNC(=O)c1ccccc1)N/N=C/C=C/c1ccccc1 as listed: -3.1% | 20.4% | -17.1 | i | 6.4% | 7.9% | -12.2% | 3.3% | -3.1%

More structures
SMILES | SW480 rerep | KB-V1 cytotox | IL1B secr inh | ATXN viability | HT1080-NT tox | HT1080 IDH1KD tx | MCF10A rerep | ATXN2 expr inh | KB-3-1 tox
CCOc1ccccc1NC(=O)C1CCN(S(=O)(=O)c2c(C)noc2C)CC1 | -6.7% | -14.3% | 3.2 | i | 10.2% | 10.6% | -6.0% | -2.4% | -11.2%
COc1ccc(CN2C(=O)CC(Cc3ccc(C)cc3)C2=O)cc1OC (stereo unspecified) | . | 18.4µM* | 0.0 | i | 4.1% | 6.4% | 3.4% | 4.4% | -4.1%
CN(C(=O)CN1C(=O)S/C(=C\c2ccccc2)C1=O)C1CCS(=O)(=O)C1 (stereo unspecified) | -0.1% | 1.0% | -7.2 | i | -0.5% | 0.0% | -4.4% | . | -1.7%
Cc1ccc2c(c1)N(CC(=O)N1CCOCC1)C(=O)C(C)O2 (stereo unspecified) | -0.6% | -14.9% | 5.1 | i | 0.4% | -2.5% | -0.1% | 0.5% | -6.0%
NNC(=S)Nc1cc(S(=O)(=O)N2CCOCC2)ccc1N1CCOCC1 | -3.5% | -4.9% | 0.0 | i | -4.5% | -11.2% | -3.7% | . | 1.6%
COc1cc(NC(=O)CN2C(=O)NC(CC(C)C)C2=O)cc(OC)c1OC (stereo unspecified) | -8.5% | 6.2% | 3.7 | i | 17.6% | -5.1% | 1.7% | 5.0% | -19.3%
Cc1ccc(-c2nc(NC(=O)CSc3nnnn3-c3ccccc3)ns2)cc1 | -1.9% | -17.4% | -5.0 | i | 8.1% | 2.5% | 1.8% | -17.7% | -2.5%
CCC(C)NC(=O)c1ccc2nc(CCc3ccccc3)oc2c1 (stereo unspecified) | . | 2.0% | . | i | . | . | . | 13.9% | 3.7%
COc1cc(/C=N/N=C(N)N)ccc1OCc1ccccc1Cl | ? | -13.4% | -66.5* | ? | -15.6% | -22.2% | 45.3% | ? | ?
CCOC(=O)CNC(=O)c1ccccc1 | 7.1% | 14.2% | 39.4 | i | -5.8% | 1.0% | 1.9% | 3.7% | -3.3%
Cc1ccnc(NC(=O)c2cccc(NS(=O)(=O)c3ccccc3C)c2)c1 | 3.6% | -3.8% | -3.8 | i | 1.2% | 9.1% | -5.7% | 15.1% | 18.8%
CC1=C(C(=O)Nc2cccnc2)C(c2cccnc2)n2ncnc2N1 (stereo unspecified) | -6.5% | -4.0% | -8.0 | i | 23.1% | ? | 4.4% | -0.6% | 6.0%
O=C(Cn1cc(/C=N/NC(=O)c2cccc3ccccc23)c2ccccc21)Nc1ccc(F)cc1 | -7.4% | ? | -25.9 | i | -20.1% | -17.2% | ? | -0.6% | ?
COC(=O)C1=C(N)N(c2ccccc2F)C2=C(C(=O)CC(C)(C)C2)C1c1ccc(OC)c(OC)c1 (stereo unspecified) | ? | 4.61µM* | 0.0 | i | 0.1% | -19.0% | 4.7% | 8.0% | ?
CC(=O)Nc1ccc(Nc2cc(C)nc3c(-c4ccc(Cl)cc4)cnn23)cc1 | 43.6% | ? | -7.3 | ? | -12.2% | ? | ? | 18.4% | ?
Cc1ccc(NC(=O)CCc2ccc(S(=O)(=O)N3CCOCC3)cc2)c(Cl)c1 | -6.0% | ? | 3.4 | i | -1.4% | -2.6% | 3.8% | -13.7% | -10.2%
COc1cc(C=O)ccc1Oc1nnnn1-c1ccccc1 | -6.1% | 27.8% | -1.7 | i | 1.3% | 0.6% | 0.1% | -10.2% | 7.5%
Cc1cc[n+](-c2nc3ccccc3nc2[N-]S(=O)(=O)c2ccccc2)cc1 | 7.6% | -4.2% | -6.7 | i | -6.9% | -3.6% | -1.6% | 4.0% | 4.3%
CC(=O)c1ccc(-c2nnc(CCC(=O)N3CCCC(C(=O)CC(C)C)C3)o2)s1 (stereo unspecified) | -5.0% | 6.6% | 2.6 | i | 5.6% | 10.1% | -2.3% | 53.6%[activator] | 2.2%
CCOC(=O)CNC(=S)N(CCCN1CCN(C)CC1)Cc1cccs1 | 1.0% | -7.7% | -1.2 | i | 3.4% | 0.0% | 17.1% | . | -2.4%
CC(C)(C)n1nnnc1C(c1cc2ccccc2o1)N1CCN(C(=O)OCc2ccccc2)CC1 (stereo unspecified) | . | 2.6% | -21.3 | i | -3.8% | ? | . | -9.7% | -7.3%
Cc1cc(C)cc(OCC(=O)Nc2ccc(N3CCN(C(=O)c4ccco4)CC3)cc2)c1 | 21.4% | ? | ? | i | -19.2% | -17.2% | 0.7% | -13.1% | -15.4%
COc1ccc(CN(C(=O)c2oc3cc(C)c(C)cc3c2C)C2CCS(=O)(=O)C2)cc1OC (stereo unspecified) | 3.2% | -13.3% | ? | i | -24.8% | -28.7% | 2.2% | -2.1% | -2.2%
N#Cc1cccc(N=c2ssnc2Cl)c1 | 9.1% | 11.2% | -8.7 | ? | 2.2% | 15.5% | 17.4% | -24.8%[11.3 µM] | 3.1%
CCCn1c(Nc2nc3ccccc3n2C)nc2ccccc21 | ? | ? | -99.3* | ? | 13µM* | 16.4µM* | ? | ? | ?
N#Cc1cc2c(=O)n3ccccc3nc2n(-c2ccccc2Cl)c1=O | 4.61µM* | -21.3% | -3.3 | . | ? | ? | 4.11µM* | ? | ?
Cc1ccc(N(C)C(=O)CN2C(=O)CCc3cc(S(=O)(=O)N4CCOCC4)ccc32)cc1 | . | -12.9% | . | i | . | . | . | 2.7% | 10.8%
Cc1ccc(-c2nc(CN(C)Cc3ccc4nccnc4c3)c(C)o2)s1 | -16.5% | -20.7% | 16.2 | i | 14.0% | 7.8% | 3.2% | . | -1.2%

Rows were taken by chance. About 11% of those tested had a hit in this group.
